From PubChem BioAssay
VLA-4 agonist – allosterically activates the human VLA-4 integrin. 24,000 tested, under 10 active. AID 528. Jurkat cells, LDV-FITC binding, flow cytometry. P13612. activation, % at 10 µM (by protocol);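 active = fluorescent ligand binding to cells raised by more than 40% of the manganese-induced maximum; inconclusive = compound's own fluorescence above 85% of the ligand control signal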;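 note: 0% = ligand binding without compound and 100% = manganese-stimulated maximal binding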
Target sequence (P13612 whole entry, looked up): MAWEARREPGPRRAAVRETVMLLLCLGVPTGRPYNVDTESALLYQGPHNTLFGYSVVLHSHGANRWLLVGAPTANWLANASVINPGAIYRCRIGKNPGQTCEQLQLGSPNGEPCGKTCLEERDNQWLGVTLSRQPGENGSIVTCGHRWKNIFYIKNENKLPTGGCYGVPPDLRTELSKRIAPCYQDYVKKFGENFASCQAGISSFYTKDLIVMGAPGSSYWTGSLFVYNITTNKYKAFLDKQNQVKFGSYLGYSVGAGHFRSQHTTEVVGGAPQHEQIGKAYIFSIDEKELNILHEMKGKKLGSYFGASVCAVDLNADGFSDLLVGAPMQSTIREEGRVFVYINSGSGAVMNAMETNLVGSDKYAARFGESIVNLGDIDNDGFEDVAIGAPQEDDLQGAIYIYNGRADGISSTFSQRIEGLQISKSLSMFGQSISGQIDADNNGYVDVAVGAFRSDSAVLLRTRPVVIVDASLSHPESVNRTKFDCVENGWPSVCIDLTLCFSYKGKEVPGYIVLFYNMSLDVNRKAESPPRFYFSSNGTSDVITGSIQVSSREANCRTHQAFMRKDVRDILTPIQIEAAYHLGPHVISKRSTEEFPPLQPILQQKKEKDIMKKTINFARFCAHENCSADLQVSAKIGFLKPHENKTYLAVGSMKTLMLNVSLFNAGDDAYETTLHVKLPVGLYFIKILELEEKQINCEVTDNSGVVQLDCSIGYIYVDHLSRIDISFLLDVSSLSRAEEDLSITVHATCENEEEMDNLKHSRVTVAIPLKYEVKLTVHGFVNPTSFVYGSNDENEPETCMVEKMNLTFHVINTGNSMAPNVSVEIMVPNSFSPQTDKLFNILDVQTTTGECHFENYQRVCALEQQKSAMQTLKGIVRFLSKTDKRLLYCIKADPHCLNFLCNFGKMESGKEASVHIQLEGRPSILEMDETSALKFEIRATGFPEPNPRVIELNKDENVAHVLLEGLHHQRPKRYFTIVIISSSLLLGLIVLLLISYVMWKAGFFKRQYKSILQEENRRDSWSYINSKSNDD
LNCaP diff act – activators of LNCaP prostate cell differentiation; side scatter shift, % at 10 µM; flow cytometry side scatter, 4 d; 0.56% of 24,000 active; AID 795;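 active = side scatter shift above 30%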;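 note: androgen-responsive LNCaP prostate cancer cells in charcoal-stripped serum medium; percent of cells past a gate set so DMSO wells show 10% shift; higher shift means more granular cells and more differentiation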
Autofluor Jurkat – counter-screen for VLA-4 integrin: compound autofluorescence in Jurkat cells; flow cytometry; stronger effect = higher value; 1 = vehicle-only cell background; 0.61% of 24,000 active; fluorescence ratio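 (tested at 10 µM compound in the well)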;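 active = fluorescence ratio above 2.44, which is 1 plus 3 SD of all ratios; inconclusive = signal too bright to measure linearly, ratio around 10 or more; inactive = fluorescence ratio below 2.44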;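 note: green fluorescence of cells measured with 488 nm excitation and 530 nm emission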
VLA-4 antagonist – inhibition of LDV-FITC ligand binding to human VLA-4 integrin. Jurkat cells, LDV-FITC binding with Mn2+, flow cytometry; 100% = Mn2+-driven binding gain fully reversed. inhibition, % at 10 µM (by protocol). 0.2% of 24,000 active;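 active = inhibition above 50%; inconclusive = compound itself fluorescent, judged against control cell fluorescence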;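 note: 0% = Mn2+ stimulated cells lacking compound and 100% = ligand binding without Mn2+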
Starred values were filed as active, the others as inactive; ? = inconclusive. Not all compounds are listed (hit frequency here may not be typical).

| mol | VLA-4 agonist | LNCaP diff act | Autofluor Jurkat | VLA-4 antagonist |
| --- | --- | --- | --- | --- |
| COc1ccc(CCNC(=O)C2CCN(S(=O)(=O)N3CCOCC3)CC2)cc1OC | -13 | 12 | 1.1 | -28 |
| COc1cccc(CN2C(=O)CCC2(C)C(=O)NC2CCCCCC2)c1 (configuration not stated) | 1 | 11 | 1 | 5 |
| COc1nnc(-c2ccc(C)c(S(=O)(=O)NCCO)c2)c2ccccc12 | -3 | 3 | 0.94 | -10 |
| COc1ccc(C(CC(=O)O)NC(=O)COc2ccccc2)cc1 (configuration not stated) | 1 | 10 | 1 | 2 |
| CCOc1ccc(NC(=O)CN(c2cc(C)cc(C)c2)S(=O)(=O)c2c(C)noc2C)cc1 | -7 | 5 | 0.96 | 24 |
| O=C1c2ccccc2C(=O)N1CC(O)Cn1nnc2ccccc21 (configuration not stated) | 5 | 8 | 1.1 | -10 |
| CC(=O)N(c1ccc(Br)cc1)C1C=CS(=O)(=O)C1 (configuration not stated) | 2 | 9 | 1 | -7 |
| CC(=O)N1CCc2cc(S(=O)(=O)NC3CCCc4ccccc43)ccc21 (configuration not stated) | 0 | 7 | 1 | -11 |
| CC1CN(C(=O)CSc2nnc(-c3ccncc3)n2-c2ccccc2)CC(C)O1 (configuration not stated) | 0 | 2 | 1 | -4 |
| COc1cc2c(cc1OC)C(C(=O)NCCN1CCOCC1)C1c3ccccc3CCN1C2=O (configuration not stated) | 0 | 7 | 1 | -4 |
| CCOC(=O)N1CCN(C(=O)Cn2c(=O)sc3ccccc32)CC1 | -2 | 1 | 1 | -8 |
| CCN(CC)S(=O)(=O)c1cccc(-c2nnc(SCC(N)=O)n2CCc2ccccc2)c1 | 6 | 8 | 1 | -10 |
| O=c1c2c(-c3ccccc3)csc2nc2n1CCC2 | -2 | 3 | 1.1 | 13 |
| COc1cccc(C2NC(CCSC)(C(=O)O)C3C(=O)N(C(C)C)C(=O)C23)c1O (configuration not stated) | 1 | 16 | 1 | -9 |
| COc1ccc(Cl)cc1-c1nc(-c2ccc(Br)o2)no1 | 10 | 14 | 0.9 | 2 |
| O=C(c1cccc(F)c1)N1CCN(C(=O)C2CC2)CC1 | 2 | 14 | 1 | -4 |
| O=C(c1ccco1)N1CCN(C(=O)c2oc(=O)c3ccccc3c2-c2ccccc2)CC1 | -4 | 8 | 1.1 | -3 |
| CCN1CCN(CCCNC(=O)Cn2cc3c(n2)CCCC3)CC1 | -5 | 3 | 1.1 | -3 |
| CCN1CCN(C(c2cccs2)C(C)NS(=O)(=O)c2ccc(Br)cc2)CC1 (configuration not stated) | -17 | 32* | 1.1 | 6 |
| COc1ccc(/C=N/n2cnnc2SCc2ccc(OC)cc2)cc1 | 2 | 6 | 1.1 | 6 |

A draw from above in order of formula weight, ascending:
| mol | VLA-4 agonist | LNCaP diff act | Autofluor Jurkat | VLA-4 antagonist |
| --- | --- | --- | --- | --- |
| O=C(c1cccc(F)c1)N1CCN(C(=O)C2CC2)CC1 | 2 | 14 | 1 | -4 |
| COc1ccc(C(CC(=O)O)NC(=O)COc2ccccc2)cc1 (configuration not stated) | 1 | 10 | 1 | 2 |
| CC(=O)N(c1ccc(Br)cc1)C1C=CS(=O)(=O)C1 (configuration not stated) | 2 | 9 | 1 | -7 |
| CCN1CCN(CCCNC(=O)Cn2cc3c(n2)CCCC3)CC1 | -5 | 3 | 1.1 | -3 |
| COc1ccc(/C=N/n2cnnc2SCc2ccc(OC)cc2)cc1 | 2 | 6 | 1.1 | 6 |
| COc1ccc(Cl)cc1-c1nc(-c2ccc(Br)o2)no1 | 10 | 14 | 0.9 | 2 |
| CC(=O)N1CCc2cc(S(=O)(=O)NC3CCCc4ccccc43)ccc21 (configuration not stated) | 0 | 7 | 1 | -11 |
| COc1nnc(-c2ccc(C)c(S(=O)(=O)NCCO)c2)c2ccccc12 | -3 | 3 | 0.94 | -10 |
| CC1CN(C(=O)CSc2nnc(-c3ccncc3)n2-c2ccccc2)CC(C)O1 (configuration not stated) | 0 | 2 | 1 | -4 |
| COc1cccc(C2NC(CCSC)(C(=O)O)C3C(=O)N(C(C)C)C(=O)C23)c1O (configuration not stated) | 1 | 16 | 1 | -9 |
| O=C(c1ccco1)N1CCN(C(=O)c2oc(=O)c3ccccc3c2-c2ccccc2)CC1 | -4 | 8 | 1.1 | -3 |
| CCOc1ccc(NC(=O)CN(c2cc(C)cc(C)c2)S(=O)(=O)c2c(C)noc2C)cc1 | -7 | 5 | 0.96 | 24 |
| COc1cc2c(cc1OC)C(C(=O)NCCN1CCOCC1)C1c3ccccc3CCN1C2=O (configuration not stated) | 0 | 7 | 1 | -4 |
| CCN1CCN(C(c2cccs2)C(C)NS(=O)(=O)c2ccc(Br)cc2)CC1 (configuration not stated) | -17 | 32* | 1.1 | 6 |
| CCN(CC)S(=O)(=O)c1cccc(-c2nnc(SCC(N)=O)n2CCc2ccccc2)c1 | 6 | 8 | 1 | -10 |

Continued.
| mol | VLA-4 agonist | LNCaP diff act | Autofluor Jurkat | VLA-4 antagonist |
| --- | --- | --- | --- | --- |
| CN(CC(=O)N1CCN(C2CCCCC2)CC1)S(=O)(=O)c1cccc2nsnc12 | -2 | 3 | 1.2 | -7 |
| Cc1cccc(NC(=O)c2sc3nc(-c4ccccc4)cn3c2C)n1 | ? | 9 | 3.4* | ? |
| Cc1ccc(C2N(c3ccc(Cl)c(Cl)c3)C(=O)C3CCCN32)o1 (configuration not stated) | 9 | 11 | 1.1 | -4 |
| O=C(c1nn2c(C(F)(F)F)cc(-c3ccco3)nc2c1Br)N1CCCc2ccccc21 | -3 | 9 | 1.3 | 10 |
| COCCCNC(=O)c1cc2c(=O)n(C)c3ccccc3c2n1C | 10 | 5 | 0.9 | 12 |
| Cc1ccc(-n2nc3c(c2NC(=O)c2c(-c4ccccc4Cl)noc2C)CS(=O)(=O)C3)c(C)c1 | 5 | 13 | 1 | 4 |
| COc1ccc(C2CC(=O)NC3=C2C(=O)CCC3)cc1Cl (configuration not stated) | -5 | 3 | 1 | 4 |
| Nc1ccc(C(=O)OCCCc2nc3ccccc3[nH]2)cc1 | 0 | 10 | 1 | 0 |
| Cc1ncc(CO)c2cc(S(=O)(=O)c3ccc(F)cc3)c(=O)oc12 | 2 | 2 | 1.1 | 4 |
| N#CC1=C(N)N(c2ccccc2)C2=C(C(=O)CCC2)C1c1cccs1 (configuration not stated) | -2 | 11 | 1.6 | -4 |
| CC(C)Cc1cc(C(=O)Nc2ccc3c(c2)OCO3)no1 | -3 | 3 | 1.1 | 10 |
| O=C(CCN1C(=O)C2C3C=CC(C3)C2C1=O)Nc1ccccc1F (configuration not stated) | 4 | 6 | 0.99 | -8 |
| COc1cccc(-n2nnc3c(=O)n(Cc4ccccc4F)cnc32)c1 | 1 | 9 | 1.1 | 4 |
| COc1cc2c(cc1OC)C(C)N(C(=O)CCN1C(=O)C3C4C=CC(C4)C3C1=O)CC2 (configuration not stated) | -2 | 4 | 1 | 10 |
| CCOC(=O)N1CCC(N2CC34C=CC(O3)C(C(=O)Nc3ccc(F)cc3)C4C2=O)CC1 (configuration not stated) | 0 | 5 | 1.1 | -7 |
| O=C1CC(/C=C/c2ccco2)=Nc2ccccc2N1 | -1 | 5 | 1.1 | -9 |
| COCCCNC(=O)C1CC(=O)N(CCc2ccc(OC)c(OC)c2)C1 (configuration not stated) | 7 | 2 | 0.93 | 4 |
| Cc1cc(NS(=O)(=O)c2ccc(NC(=O)COc3ccccc3C(C)C)cc2)no1 | -6 | 7 | 1.1 | 8 |
| Cc1csc(NC(=O)NC2(C(F)(F)F)Oc3ccccc3O2)n1 | -1 | 6 | 1.1 | -4 |
| COc1cccc(-n2c(Cc3cc(=O)[nH]c(=O)[nH]3)nnc2SCC(=O)N2CCCCC2)c1 | 0 | 4 | 1 | -11 |

Remaining list, next part.
Labels used below: A = VLA-4 agonist; B = LNCaP diff act; C = Autofluor Jurkat; D = VLA-4 antagonist
O=C1CC2CS(=O)(=O)CC2N1c1ccc(Oc2ccccc2)cc1 (configuration not stated)
  A: 0	B: 6	C: 0.99	D: -23
CCOC(=O)C1=C(C)N=C2SC(C)C(=O)N2C1c1ccc(OCC)c(OCC)c1 (configuration not stated)
  A: 0	B: 14	C: 1	D: 4
Cc1ccc(C)c(N(CC(=O)NCc2ccco2)C(=O)CCC(=O)Nc2ccccn2)c1
  A: 6	B: 9	C: 1	D: -3
CC(C)(C)OC(=O)N1CCC(c2c(C(=O)O)cnn2-c2ccc(Cl)cc2)CC1
  A: 5	B: 8	C: 1.1	D: 4
CCCCCn1c(SCC#N)nc2cc(C(=O)NCC3CCCO3)ccc2c1=O (configuration not stated)
  A: ?	B: 2	C: 1.1	D: ?
O=C(NC1CC1)c1cc2c(s1)-c1ccccc1OC2
  A: 7	B: 3	C: 0.87	D: 6
COc1cccc(C2=NOC(C(=O)NCCN3CCOCC3)C2)c1 (configuration not stated)
  A: -1	B: 9	C: 1.1	D: 7
Cc1cccc(-c2nnc(NC(=O)c3ccc(Cl)cc3)o2)c1
  A: 7	B: 7	C: 1.1	D: 34
CCN(C(C)=O)c1nnc(CSc2nc3ccccc3s2)s1
  A: 0	B: 2	C: 1.1	D: -18
O=C(O)c1cc(-c2ccccc2)nc2ccccc12
  A: 6	B: 3	C: 0.99	D: -16
Cc1cc(C(=O)N2CCN(C(c3ccccc3)c3ccccc3)CC2)no1
  A: -9	B: 11	C: 1.1	D: -9
CCC(C)NC(=O)CS(=O)Cc1nc(-c2cccc(OC)c2)oc1C (configuration not stated)
  A: ?	B: 8	C: 0.97	D: ?
CCS(=O)(=O)N1CCCC(C(=O)NC2CCCCC2C)C1 (configuration not stated)
  A: -2	B: 6	C: 0.99	D: -6
COc1ccc(OC)c(NC2c3ccccc3C(=O)N2c2cccnc2)c1 (configuration not stated)
  A: 0	B: 13	C: 1.1	D: 1
COc1cc(CN2CCC(C(=O)NC3CCCC3)CC2)ccc1O
  A: 0	B: 8	C: 1	D: -14
COc1ccccc1CNC(=O)C1CCN(S(=O)(=O)N2CC(C)CC(C)C2)CC1 (configuration not stated)
  A: -17	B: 7	C: 1	D: -4
Cc1cccc(NC(=O)c2oc3ccc(S(=O)(=O)N4CCOCC4)cc3c2C)c1C
  A: -2	B: 1	C: 1.1	D: -3
Cc1nonc1NC(=O)N1CCCC1
  A: -5	B: 1	C: 1	D: -6
O=C(OC1CCOC1=O)c1ccc2ccccc2n1 (configuration not stated)
  A: 0	B: 5	C: 1	D: -16
CC(C)COC(=O)n1ccc(C(=O)N2CCCCC2)n1
  A: -1	B: 15	C: 1	D: -31
O=C(Cn1cc2c(n1)CCCCC2)NC1CCCCCC1
  A: 7	B: 6	C: 0.98	D: -19
Cc1cccn2c(=O)c3cc(C(=O)NCC4CCCO4)n(C)c3nc12 (configuration not stated)
  A: ?	B: 8	C: 1.2	D: ?
CN1CCN(C(=O)C(Cc2ccccc2)NS(=O)(=O)c2ccc3c(c2)CCC(=O)N3)CC1 (configuration not stated)
  A: -6	B: 2	C: 0.98	D: -4
COc1ccc(-c2cc(C(=O)N3CCN(C(c4ccccc4)c4ccccc4)CC3)no2)cc1OC
  A: 1	B: 11	C: 1	D: 18
CCN(CC)c1ccc(C2CC(=O)Nc3cc(OC)c(OC)cc32)cc1 (configuration not stated)
  A: -4	B: 4	C: 1.1	D: -5
CCc1c(C)nc2ncnn2c1NCCc1ccc(OC)c(OC)c1
  A: -2	B: 8	C: 0.94	D: -8
O=C(COC(=O)CCC1CCCC1)Nc1ccc(Cl)cn1
  A: 3	B: 17	C: 1.1	D: -13
CCN1CCCC1CNC(=O)COc1cc(=O)n(C)c2ccccc12 (configuration not stated)
  A: 1	B: 4	C: 1	D: 2
COc1cc(C2N(c3ccc(F)cc3)C(=O)C3CCCN32)cc(OC)c1OC (configuration not stated)
  A: -2	B: 2	C: 1	D: -2
COC(=O)C1C(=O)c2c([nH]c(C(=O)OCC3CCCO3)c2C)CC1C (configuration not stated)
  A: 7	B: 10	C: 0.95	D: -20
CCOC(=O)CC(=O)CSc1nc2ccccc2c(=O)n1-c1ccc(C(=O)N2CCOCC2)cc1
  A: -4	B: 7	C: 1	D: -1
CCOc1ccccc1C1NC(=O)NC(C)=C1C(=O)OC1CCCC1C (configuration not stated)
  A: -12	B: 11	C: 0.98	D: -2
CCN(CCCNC(=O)Cn1cc2c(n1)CCCC2)c1cccc(C)c1
  A: 0	B: 0	C: 0.97	D: 5
Cc1ccc(-n2ncc3c(=O)n(CC#N)cnc32)cc1C
  A: 8	B: 4	C: 1	D: 7
CCOC(=O)c1cnc2nc(C)[nH]n2c1=O
  A: 7	B: 2	C: 1.1	D: -20
COc1ccc(N(CC(=O)N2CCN(Cc3ccc4c(c3)OCO4)CC2)S(C)(=O)=O)cc1OC
  A: -2	B: 7	C: 0.92	D: 0
CC(=O)Nc1ccc(S(=O)(=O)N2CCN(c3ccc(C)c(Cl)c3)CC2)cc1
  A: 5	B: 6	C: 0.98	D: -27
COc1ccc(N2CC(C(=O)NC3CC(C)(C)NC(C)(C)C3)CC2=O)cc1 (configuration not stated)
  A: 0	B: 5	C: 1.1	D: -8
Cc1sc2nc(SCC(=O)N3CCN(CCO)CC3)n(-c3ccccc3)c(=O)c2c1C
  A: -13	B: 3	C: 0.91	D: -8
COC(=O)c1sc(Nc2ccccc2)nc1C
  A: -9	B: 8	C: 1	D: 22
